High-throughput results deposited in PubChem by several laboratories.
NTR1 agonist – agonists of NTR1, primary screen, imaging, U2OS cells, beta-arrestin-GFP, high content (AID 493036); Neurotensin receptor type 1 (Homo sapiens), P30989; NTR1-U2OS beta-arrestin-GFP spot imaging, agonist mode; activation, % at 20 µM; 330,000 compounds, 0.17% hits;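 active means activation at or above 40% of the spot to cytoplasm intensity ratio, with at least 20 cells analyzed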;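 further: 0% = DMSO without peptide and 100% = 100 nM NTR1 peptide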
Target sequence (P30989 whole entry, looked up): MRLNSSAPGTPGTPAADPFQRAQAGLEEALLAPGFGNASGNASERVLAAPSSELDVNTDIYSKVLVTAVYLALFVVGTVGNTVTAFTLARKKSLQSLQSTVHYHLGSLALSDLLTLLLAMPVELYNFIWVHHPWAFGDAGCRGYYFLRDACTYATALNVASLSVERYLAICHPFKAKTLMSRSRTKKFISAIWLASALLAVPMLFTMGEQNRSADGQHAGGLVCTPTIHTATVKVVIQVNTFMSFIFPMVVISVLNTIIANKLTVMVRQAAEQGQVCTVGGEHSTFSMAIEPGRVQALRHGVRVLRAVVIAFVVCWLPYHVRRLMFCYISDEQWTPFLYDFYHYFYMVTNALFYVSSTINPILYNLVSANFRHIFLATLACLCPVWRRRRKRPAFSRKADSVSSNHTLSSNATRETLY
T cell HTS – modulators of CD8 T cell-vesicle binding, primary screen, mouse 2C CD8+ T cells, flow cytometry. 2C CD8+ T cell-vesicle binding; stronger effect = lower value. calls only at 7 µM. 330,000 compounds, 0.068% hits. AID 2052, 2009;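 active means response, share of CD8 T cells binding vesicles, and their 90th percentile fluorescence all below set limits, cut at about 80% in these data, passing the limit was not always enough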
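incubation = binding step 1.5 h, 37 °C, antibody labelling 20 min, ice | test system = 2C mouse CD8+ T cells | read-out basis = percent CD8+ FL2 mean versus row control | controls = Peptide-free naked vesicles (low) and QL9 vesicles with 0.7% DMSO vehicle (high) | detection = flow cytometry of vesicle-bound cells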
West Nile antiviral – West Nile virus antiviral activity, cell-based, CPE readout (AID 1621) | West Nile virus-infected cells, CPE inhibition; higher % means a stronger effect | one-dose CPE inhibition, % at 10 µM; IC50 in µM for titrated hits | 290,000 compounds, 0.02% hits; in the data active means a potency from the dose series; further: strong numbers were not always called active
T cell HTS vesicle-bound % – further read-out of T cell HTS, marked with its call; double positive events, %; measured here: CD8+ vesicle-bound cell fraction;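 binding gate set so that unloaded-vesicle control wells show 10% double positive cells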
NTR1 agonist cell count 20 µM – further read-out of NTR1 agonist, marked with its call; cell count; measured here: cell count, cytotoxicity flag
Starred values were filed as active, the others as inactive; i = inactive.

SMILES	NTR1 agonist	NTR1 agonist cell count 20 µM	T cell HTS	T cell HTS vesicle-bound %	West Nile antiviral
COC(=O)N[C@H](c1ccccc1)[C@@]1(C)C[C@@H]1[C@@H](C)C(=O)Nc1ccc2ccccc2c1	6.3	104	i	57.8	0.5%
OCC[C@H]1C[C@H](O)[C@@H](O)[C@]2(CCCO2)O1	-2.2	94	i	47.7	-0.7%
Oc1ccc(Cl)cc1Nc1nc(NCC2CCCO2)c2ccccc2n1 (stereo not drawn)	11.5	63	i	21.5	-0.1%
CCc1nnc(NC(=O)c2cc3c(s2)CCCCC3)s1	-0.9	65	i	32.6	0.1%
Cc1cc(NC(=O)CCn2c(=O)sc3ccccc32)no1	0.4	60	i	57.1	-0.2%
CCOc1ccc2c(c1)sc1nc(C(=O)OC)cc(=O)n12	-0.2	74	i	52.1	0.2%
Cc1c(Cl)cccc1NC(=S)NCc1ccccc1	9.6	74	i	24.5	-0.2%
CC(C)=CCc1c(O)cc(O)c2c(=O)c(O[C@@H]3O[C@@H](C)[C@H](O)[C@@H](O)[C@H]3O)c(-c3ccc(O)cc3)oc12	9.8	68	i	27.6	1.6%
CC1(c2nnc(-c3ccncc3)o2)CC(c2ccccc2)=NO1 (stereo not drawn)	1.8	49	i	2.7	-1.3%
CN1CCN(C(=O)C2=C[C@H](c3ccc(C(F)(F)F)cc3)C[C@H](OCCCCO)O2)CC1	-1.8	80	i	35.4	-1.1%
CCCC(=O)NC(=S)Nc1c(C)cc(Br)cc1C	4.1	44	i	1.8	-0.6%
O=C(NCC1CC1)C1(C(F)(F)F)C/C(=C\Cc2ccccc2)CCCO1 (stereo not drawn)	3.0	99	i	17.4	-0.4%
CCN(CC)C(=S)SCC(=O)Nc1cccc(C(F)(F)F)c1	-2.3	90	i	46.5	0.3%
COc1ccc(N2C(=O)C3C4c5ccccc5C(C=Nc5ccc(C)cc5C)(c5ccccc54)C3C2=O)cc1 (stereo not drawn)	12.7	92	i	23.2	-0.3%
COC(=O)c1cc2c(=O)n3ccccc3nc2n(Cc2cccnc2)c1=N	-1.5	74	i	42.3	0.0%
Cn1c(=O)c2c(nc(N3CCOCC3)n2CCNC2=NCCC2)n(C)c1=O	5.1	89	i	24.3	0.0%
O=C1c2ccccc2S(=O)(=O)c2cc(N3CCOCC3)ccc21	4.8	80	i	18.4	0.5%
OCCOCCn1c(C(CO)Nc2nc(-c3cccc(Br)c3)cs2)nc2ccccc21 (stereo not drawn)	3.7	77	i	47.1	0.0%
COc1ccc2[nH]c(=O)c(-c3nnn(-c4ccc(Cl)c(Cl)c4)n3)cc2c1	4.2	86	i	30.7	0.5%
COC(=O)CCC(=O)OC1(C)C(=O)C2=CN(Cc3ccc4c(c3)OCO4)C(c3ccc(OC)cc3)=CC2=C(Br)C1=O (stereo not drawn)	2.3	83	i	50.6	0.9%

11 of the compounds above, with values under each structure.
Each structure is followed by: NTR1 agonist, NTR1 agonist cell count 20 µM, T cell HTS, T cell HTS vesicle-bound %, West Nile antiviral
OCC[C@H]1C[C@H](O)[C@@H](O)[C@]2(CCCO2)O1
→ -2.2, 94, i, 47.7, -0.7%
Oc1ccc(Cl)cc1Nc1nc(NCC2CCCO2)c2ccccc2n1 (stereo not drawn)
→ 11.5, 63, i, 21.5, -0.1%
CCc1nnc(NC(=O)c2cc3c(s2)CCCCC3)s1
→ -0.9, 65, i, 32.6, 0.1%
Cc1cc(NC(=O)CCn2c(=O)sc3ccccc32)no1
→ 0.4, 60, i, 57.1, -0.2%
CCOc1ccc2c(c1)sc1nc(C(=O)OC)cc(=O)n12
→ -0.2, 74, i, 52.1, 0.2%
Cc1c(Cl)cccc1NC(=S)NCc1ccccc1
→ 9.6, 74, i, 24.5, -0.2%
CC(C)=CCc1c(O)cc(O)c2c(=O)c(O[C@@H]3O[C@@H](C)[C@H](O)[C@@H](O)[C@H]3O)c(-c3ccc(O)cc3)oc12
→ 9.8, 68, i, 27.6, 1.6%
CC1(c2nnc(-c3ccncc3)o2)CC(c2ccccc2)=NO1 (stereo not drawn)
→ 1.8, 49, i, 2.7, -1.3%
CN1CCN(C(=O)C2=C[C@H](c3ccc(C(F)(F)F)cc3)C[C@H](OCCCCO)O2)CC1
→ -1.8, 80, i, 35.4, -1.1%
CCCC(=O)NC(=S)Nc1c(C)cc(Br)cc1C
→ 4.1, 44, i, 1.8, -0.6%
O=C(NCC1CC1)C1(C(F)(F)F)C/C(=C\Cc2ccccc2)CCCO1 (stereo not drawn)
→ 3.0, 99, i, 17.4, -0.4%

Additional structures
SMILES	NTR1 agonist	NTR1 agonist cell count 20 µM	T cell HTS	T cell HTS vesicle-bound %	West Nile antiviral
CCC(C)(C)NC(=O)C(c1ccccc1)N(Cc1cccs1)C(=O)Cn1nnc2ccccc21 (stereo not drawn)	5.2	38	i	43.2	-0.6%
O=C(NCc1nc2ccccc2[nH]1)C1=C[C@H](c2coc3ccccc3c2=O)C[C@H](OCCCCO)O1	1.8	52	i	7.9	0.6%
O=C(Nc1ccc2c(c1)OCCO2)c1cnc2ccccn2c1=O	1.7	47	i	29.4	0.0%
COc1ccccc1Nc1nc(N2CCCC2)nc(N2CCOCC2)n1	2.7	90	i	41.4	0.6%
CCCOc1ccccc1N/C(=N\S(=O)(=O)c1ccc(C)cc1)Nc1nc(C)cc(C)n1	3.4	41	i	60.5	-0.1%
CCOc1ccc(-n2c(SC(C)C(=O)OC)nc3c(c2=O)SCC3)cc1 (stereo not drawn)	3.9	50	i	40.2	0.3%
CCCNC(=O)C1(CC2CC(c3ccccc3)=NO2)CCN(C(=O)c2cc(OCC)c(OCC)c(OCC)c2)CC1 (stereo not drawn)	-3.0	68	i	4.8	-0.4%
CC(C)C[C@H]1COCCS(=O)(=O)N1Cc1cccc(C(F)(F)F)c1	-1.2	98	i	6.0	-0.1%
COc1ccc(S(=O)(=O)N2CCC(C(=O)Nc3ccc(OC)c(OC)c3)CC2)cc1C	0.7	50	i	29.2	0.1%
COc1ccccc1CN1[C@@H](CC(=O)O)c2cc(F)ccc2S1(=O)=O	2.0	89	i	45.1	0.1%
COc1cccc2cc(C(=O)NC3CC(C)(C)NC(C)(C)C3)c(=O)oc12	-1.7	53	i	31.4	0.1%
COc1ccccc1NC(=O)N(CCN1CCCC1)Cc1cc2cc(C)ccc2[nH]c1=O	-0.5	87	i	5.1	0.5%
C/C(=N\O)C(C)/[N+]([O-])=C/c1nc(C)c(C)n1O (stereo not drawn)	-0.3	38	i	3.5	0.0%
COC(=O)c1ccccc1NC(=O)c1ccc2c(c1)C(=O)N(Cc1ccco1)C2=O	-0.2	42	i	60.1	-0.2%
NC(=O)c1ccccc1Nc1nc(NCCO)nc(N2CCCC2)n1	-0.6	50	i	26.3	0.2%
Cc1ccc(C(=O)COC(=O)CSc2cccc3cccnc23)c(C)c1	2.2	60	i	59.3	0.4%
Cc1ccc(NC(=O)COc2ccccc2)c(NC(=O)c2ccccc2C)c1	-1.6	35	i	32.6	-0.2%
Cn1ncc(N=Cc2c(O)ccc3ccccc23)c1C(=O)N1CCOCC1	1.2	65	i	13.5	0.4%
CC#CCN1c2ccccc2[C@]23C[C@@H](C(=O)OC)N(C(=O)NC4CCCCC4)C2=NC(C(=O)OC)=C(C(=O)OC)[C@H]13	-1.1	80	i	31.0	-0.2%
CCN1C(=O)N[C@@H](CCc2ccccc2)C(C(C)=O)=C1C	0.6	93	i	46.4	-0.9%
CCc1nc(SCC(=O)N2CCc3cc(OC)c(OC)cc3C2)c(C#N)cc1C	0.5	41	i	24.3	0.5%
O=C1CC(N2CCN(C3CCc4ccccc4C3)CC2)C(=O)N1c1ccccc1 (stereo not drawn)	-0.8	55	i	32.5	0.9%
Cc1cc([N+](=O)[O-])c(NCCCCCCO)c([N+](=O)[O-])c1	-2.6	79	i	40.3	-1.0%
CCN(CC)C(=O)N1CCc2ccccc2C1CN1C(=O)c2ccccc2C1=O (stereo not drawn)	-1.2	28	i	36.8	-0.2%
Cc1ccccc1-c1nc(CN2CCC(C(=O)NC3CCN(Cc4ccccc4)CC3)CC2)c(C)o1	0.7	81	i	31.7	-0.2%
CCOc1ccc(N(CC(=O)NC2CCCCC2)C(=O)CNC(=O)c2ccco2)cc1	2.0	62	i	54.3	1.2%
COc1ccccc1CNC(=O)CN1CCN(Cc2ccc(Cl)cc2)C1=O	-1.2	53	i	26.4	-0.3%
O=C(C1CCC1)N1CCc2cc(S(=O)(=O)N3CCc4ccccc4C3)ccc21	4.5	60	i	32.0	-0.7%
CCCCC1=CC2=CC(=O)C(C)(OC(=O)CC)C(=O)C2=CO1 (stereo not drawn)	-4.6	84	i	33.1	0.6%
CCCCOc1ccccc1C1NC(=O)NC(C)=C1C(=O)OCCOC (stereo not drawn)	1.3	43	i	16.2	0.0%
O=S(=O)(c1ccc(S(=O)(=O)N(Cc2ccccc2)Cc2ccco2)cc1)N1CCCC1	-1.3	55	i	15.2	-0.5%
CC(C)(C)[C@H]1C=C(C(=O)Nc2ccccc2)O[C@@H](OCCCCO)C1	2.0	69	i	14.8	-0.6%
OCC[C@H]1C[C@@H](O)[C@H](O)[C@@]2(CCCO2)O1	-1.7	95	i	47.8	0.4%
Cc1ccc(OCC(=O)Nc2oc(-c3ccccc3)c(-c3ccccc3)c2C#N)cc1	3.2	63	i	28.0	-0.6%
CC(C)CC(CO)N1CCN(C(=O)c2ccc(Cl)c(Cl)c2)CCC1=O (stereo not drawn)	2.3	94	i	34.5	-1.0%
CCNC(=S)Nc1ccc(Oc2ccccc2)cc1	-0.6	46	i	14.0	0.1%
COc1cc2cc(CN(Cc3ccc4c(c3)OCO4)C(=O)c3ccco3)c(=O)[nH]c2cc1OC	0.3	70	i	9.3	1.9%
Cc1csc2ncc(C(=O)N3CCc4ccccc43)c(=O)n12	0.9	67	i	22.1	0.0%
C[C@H]1CCC[C@]2(O[C@H](CCO)C[C@@H](O)[C@@H]2O)O1	1.5	57	i	40.1	0.1%
COC/C=C/C1=CC2=CC(=O)C(C)(OC(=O)c3cnc4ccccc4n3)C(=O)C2=CN1CCc1c[nH]c2ccccc12 (stereo not drawn)	-2.8	70	i	54.9	0.1%
O=C(NCC(c1cccnc1)N1CCN(c2ccccc2)CC1)c1ccco1 (stereo not drawn)	1.2	47	i	32.5	2.8%
CC(C)(C)c1nc2c(s1)CCc1onc(-c3ccc(Br)cc3)c1-2	-0.4	55	i	21.0	3.4%
CCOC(=O)c1ccc(COC(=O)c2ccc(-c3nnc(-c4ccccc4)o3)cc2)o1	1.0	39	i	52.2	0.3%
CCOc1ccc(NC(=O)N(C2CCCCC2)C2CCN(C(C)=O)CC2)cc1	-1.9	99	i	38.8	0.3%
CC(=O)C[C@H]1c2ccccc2S(=O)(=O)N1C1CCCC1	0.7	95	i	4.2	0.3%
CCCCOn1c(C)c(C(=O)OCC)c2c3nonc3ccc21	5.3	79	i	27.0	-1.0%
O=C(c1ccco1)N1CCN(c2ccc(Cl)c(Cl)c2)CC1	-0.1	58	i	10.2	2.9%
CC(=O)C[C@H]1c2ccccc2S(=O)(=O)N1c1ccccc1	-1.5	95	i	41.1	-0.1%
O=C(CCNC(=O)Cn1ccc2ccccc2c1=O)NCCN1CCN(c2ccccc2F)CC1	-0.7	77	i	23.1	-0.1%
C[C@@H]1CC[C@@]2(O[C@@H](CCO)C[C@H](O)[C@H]2O)O1	2.5	67	i	27.8	-0.2%
CCCCCCCCCCCCN1[C@@H](CC(=O)OC)c2cc(C(F)(F)F)ccc2S1(=O)=O	1.0	99	i	17.2	-0.9%
CC(=O)O[C@@H]1[C@@H](O)[C@@H](O)[C@H](Oc2c(-c3ccc(O)cc3)oc3c(CC=C(C)C)c(O)cc(O)c3c2=O)O[C@H]1C	17.9	96	i	31.2	0.7%
CCCC/C=C/C(NC(=O)c1ccc(C(=O)OC)cc1)c1ccccc1 (stereo not drawn)	2.4	80	i	33.8	-0.3%
O=C1CC2(CCCCC2)Oc2ccc(Cl)cc21	0.0	99	i	36.6	-0.5%
Cc1ccccc1Cc1c(C)nc2c(C(=O)N3CCN(Cc4ccc5c(c4)OCO5)CC3)cnn2c1C	2.5	88	i	13.3	-0.3%
Cc1nnc(Sc2nc3c(c(=O)n(C)c(=O)n3C)n2Cc2ccccc2Cl)s1	0.3	97	i	15.5	-0.9%
COc1ccc(C(=O)Nc2nc(-c3ccc([N+](=O)[O-])cc3)c(-c3ccccc3)s2)cc1	2.9	37	i	54.4	-0.3%
Cc1cc(C)cc(NC(=S)NCCN2CCOCC2)c1	1.9	45	i	29.5	-0.2%
CNC(=S)N/N=C/c1ccc(C(C)C)cc1	1.0	62	i	14.2	-0.3%
COC(=O)c1ccc([C@H](NC(=O)c2ccco2)[C@]2(C)C[C@H]2C2CCCCC2)cc1	6.7	66	i	9.9	-0.6%
CC1=C(c2ccccc2)CCC1=O	-2.5	84	i	24.3	0.6%
CC(C)[C@H]1COCCS(=O)(=O)N1Cc1ccccc1F	-1.9	98	i	5.6	-0.3%

A portion of the library; count on the stated rates, not on these rows.
